NOD1 NF-kB reporter: inhibition of NOD1-driven NF-kB reporter – cell-based, luminescence, uHTS, primary screen (AID 1578); NOD1-driven NF-kB luciferase reporter cells, luminescence; higher % means a stronger effect; one-dose inhibition, % at 4 µM; EC50 in µM for titrated hits; hit rate 1% among 290,000; in the data active = inhibition mostly above about 36%, no sharp cut-off; inactive = mostly below about 34%;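 note: HEK-293T reporter cells stimulated with the NOD1 agonist gamma-tri-DAP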
Dynein transport: dynein cargo transport inhibition | z-score, hits read low | hit rate 0.47% among 220,000 | 3617.4 mouse cells, GR-EGFP nuclear translocation imaging; test concentration mostly 20 µM; stimulated with dexamethasone, 1 µM; active compounds read low;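 active = plate z-score of nuclear minus cytoplasmic receptor signal below a set negative limit, without overly bright fluorescence or cell loss, cut at about -3.5 in these data, passing the limit was not always enough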;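 note: z-score of nuclear minus cytoplasmic ring GR-EGFP intensity difference per well; some compounds called inactive have numbers as strong as hits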
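Buffer or medium – tet-free medium with charcoal-stripped serum · Signal – automated 10x imaging of fixed Hoechst-stained cells · Also added – dexamethasone agonist, 1.0 µM final, for 30 min · Incubation – induction 48 h, compound 1 h, agonist 30 min · Read-out – GR-EGFP nuclear translocation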
AID2073: inhibitors of Mint1-CaV2.2 protein interaction, biochemical, HTRF (AID 2073). inhibition, % at 20 µM, or IC50 in µM where a hit was titrated. hit rate 0.19% among 290,000. HTRF protein-protein interaction, Mint1-CaV2.2; higher % means a stronger effect; in the data active = inhibition mostly above about 51%, no sharp cut-off; inconclusive = no clear call, values can overlap the other calls; inactive = mostly below about 53%; note: some results filed as inactive read as strong as hits
KOR beta-arrestin-1: kappa opioid receptor activators – cell-based, luminescence, uHTS, primary screen (AID 1777) | KOR beta-arrestin recruitment, luminescence; higher % means a stronger effect | activation, % at 10 µM; hits with a dose series show EC50 in µM | hit rate 0.02% among 280,000; in the data active = activation above about 50%, passing the limit was not always enough; note: a part of the inactive calls stands beside numbers as strong as those of hits
P. falciparum M1AAP: malaria alanyl aminopeptidase activity blockers – biochemical, fluorogenic H-Leu-NHMec substrate, 1536-well (AID 1445). recombinant M1AAP, H-Leu-NHMec fluorogenic kinetic assay; higher % means a stronger effect. inhibition, % at 30 µM; hits with a dose series show IC50 in µM. hit rate 0.42% among 220,000;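 active = primary inhibition above the hit cutoff, then over 50% inhibition at one or more dose response concentrations, cut at about 23% in these data, passing the limit was not always enough; inconclusive = conflicting primary data, or primary hits not chosen for dose response; inactive = low primary inhibition, or under 50% at every dose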;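 note: plate controls were DMSO full reaction for no effect and no enzyme background for full effect; strong numbers were not always called active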
GPR55 activation: selective activators of receptor GPR55 – imaging, U2OS cells, beta-arrestin-GFP redistribution, primary screen (AID 1961); U2OS GPR55 beta-arrestin-GFP redistribution imaging; higher % means a stronger effect; activation, % at 10 µM, or EC50 in µM where a hit was titrated; hit rate 0.048% among 290,000;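 active = activation above 40% with more than 50 cells counted in the well; inconclusive = wells holding fewer than 50 cells, flagged as toxic or sparse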;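 note: U2OS osteosarcoma cells stably expressing GPR55 and beta-arrestin-GFP; plate controls were DMSO negative control for no effect and LPI positive control for full effect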
P. falciparum M17LAP: P. falciparum M17LAP inhibitors, primary screen, biochemical, fluorogenic H-Leu-NHMec substrate, 1536-well (AID 1619) | recombinant M17LAP, H-Leu-NHMec fluorogenic kinetic assay; higher % means a stronger effect | inhibition, % at 30 µM, or IC50 in µM where a hit was titrated | hit rate 0.38% among 220,000;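 active = compound inhibiting the enzyme by more than half at any dose during confirmatory dose-response retesting; inconclusive = strong single-dose inhibitors picked by rank but not retested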;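 note: plate controls were full reaction with DMSO carrier for no effect and no enzyme background for full effect; strong numbers were not always called active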
KOR beta-arrestin-2: KOR antagonists, beta-arrestin recruitment, cell-based, luminescence, uHTS (AID 1778) | hit rate 0.091% among 290,000 | inhibition, % at 10 µM; hits with a dose series show IC50 in µM | KOR beta-arrestin recruitment, luminescence, antagonist mode; higher % means a stronger effect; note: strong numbers were not always called active
NOD2 inhibition: NOD2 signaling inhibitors, cell-based, luminescence, uHTS, HEK293 (AID 1566); HEK293 NOD2/NF-kB luciferase reporter, luminescence; higher % means a stronger effect; one-dose inhibition, % at 4 µM; EC50 in µM for titrated hits; hit rate 0.63% among 290,000; note: many of its hits are not listed in these tables
Dynein transport cytoplasmic EGFP: recorded beside Dynein transport, whose call it bears; z-score; measured here: cytoplasmic GR-EGFP intensity; active compounds read high
Dynein transport nuclear GR-EGFP: further read-out of Dynein transport, marked with its call; z-score; measured here: nuclear GR-EGFP intensity;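 lower value marks the stronger effect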
Dynein transport cell count: recorded beside Dynein transport, whose call it bears; z-score; measured here: cell count per field
* hit, by the source's call; u = inconclusive; x = no result given; [ ] = remark or other dose. Cut-off read from the data, not from the text of the source, unless noted: active = inhibition above about 50%; inactive = the rest.

SMILES	NOD1 NF-kB reporter	Dynein transport	Dynein transport cytoplasmic EGFP	Dynein transport nuclear GR-EGFP	Dynein transport cell count	AID2073	KOR beta-arrestin-1	P. falciparum M1AAP	GPR55 activation	P. falciparum M17LAP	KOR beta-arrestin-2	NOD2 inhibition
Cc1cc(C)c(C#N)c(SCC(=O)Nc2nnc(-c3ccccc3)s2)n1	-26%	0.087	-0.27	0.13	0.13	15%	-1.6%	-1%	0.3%	11%	18%	-33%
CN(C)S(=O)(=O)c1ccc(N2CCCC2)c(C(=O)Nc2nc(-c3ccc(F)c(F)c3)cs2)c1	-30%	2	-0.21	0.73	-1.2	11%	4.8%	1%	0.1%	9%	-16%	-10%
Cc1c(NC(=O)CSc2nnc(C(C)Oc3ccc(Cl)cc3)n2-c2ccccc2)c(=O)n(-c2ccccc2)n1C (centres undefined)	19%	0.034	-0.14	-0.6	0.36	-8%	0.5%	5%	-0.1%	2%	5%	27%
O=C(c1ccc2ccccc2c1)C1CCCN(C(=O)c2cnccn2)C1 (centres undefined)	-2%	-0.59	-0.2	0.028	0.92	6%	3.0%	2%	-0.3%	3%	37%	-26%
CCOc1cc2[nH]c(=O)n(CCCCC(=O)N3CCCCCC3)c(=O)c2cc1OCC	-18%	0.21	-0.24	0.34	-1	8%	-1.7%	-2%	-0.5%	1%	11%	17%
Cc1cccc(C(=O)Nc2cccc(C(=O)NC3CCCC3)c2)c1	-48%	x	x	x	x	-6%	3.1%	x	0.0%	x	7%	9%
O=C(CCC(=O)N(CC(=O)NC1CCCCC1)c1ccc2c(c1)OCO2)Nc1ccccn1	-19%	-0.72	-0.28	0.24	0.64	-1%	7.0%	3%	0.2%	-6%	8%	-10%
CCCC1C(=O)N(c2ccccc2)C1c1ccccc1 (centres undefined)	16%	-0.65	-0.2	0.28	0.4	-1%	0.6%	-6%	-0.1%	-5%	17%	13%
CCOc1cc(/C=C2\N=C(SC)SC2=O)cc([N+](=O)[O-])c1OC(C)=O	8%	2.1	-0.19	1.5	-1.3	-19%	-4.5%	26µM*	-0.1%	-31%	23%	10%
Cc1ccc(NC(=O)C2CCCN2C(=O)NC2CCCCC2)cc1 (centres undefined)	38%	0.028	-0.18	0.69	-1.1	-9%	5.4%	-1%	0.1%	-12%	5%	-10%
COc1cccc2c1C(=O)CC2NC(=O)C(F)(F)F (centres undefined)	-21%	0.23	-0.16	-0.43	0.51	-2%	-4.3%	-1%	-0.2%	-2%	31%	12%
CN1CCN(CCC(=O)N/N=C/c2cc([N+](=O)[O-])ccc2O)CC1	-9%	0.83	-0.28	-0.061	-0.28	3%	0.4%	20%	-0.3%	38%	-18%	-2%
COc1ccc(NC(=O)N2CCN(C(=O)C(Cc3ccc(F)cc3)NC(C)=O)CC2)cc1 (centres undefined)	-42%	-1.2	-0.32	-0.52	1.9	8%	x	x	-0.1%	x	-15%[20 µM]	-8%
CCOC(=O)/C=C1\SCC(=O)N1CC(=O)NCCOC	-27%	-0.022	0.29	0.41	0.32	3%	1.1%	2%	-1.1%	-4%	20%	5%
O=C(CSc1nc(-c2ccc(F)cc2)cc(C(F)(F)F)n1)NCc1ccco1	-21%	1.3	-0.31	0.81	-0.028	3%	16%	1%	0.4%	-16%	-3%	19%
O=C(Nc1ccc(OCc2ccccc2)cc1)Nc1ccccc1C(=O)NCCCN1CCOCC1	-13%	0.47	-0.14	0.1	-0.38	7%	-4.5%	7%	-0.2%	10%	-7%	-7%
COc1cccc(N2C(=O)CC(Sc3nc(C)cc(C)n3)C2=O)c1 (centres undefined)	-29%	x	x	x	x	4%	-0.9%	x	-0.4%	x	-62%[20 µM]	0%
Cc1nc([N+](=O)[O-])c(C(=O)OCc2ccc(C#N)cc2)n1C	-39%	-0.53	-0.25	-0.51	0.65	7%	-2.0%	4%	-0.5%	-2%	8%	3%
O=S(=O)(c1ccccc1)N1CCN=C1SCc1cccnc1	-33%	-0.73	-0.25	-0.33	0.51	4%	1.1%	0%	1.3%	-15%	-55%	4%
COc1cc(OC)c(OC)cc1CN1CCN(c2ccc(F)cc2)CC1	-10%	-1.1	-0.25	-0.58	1.4	-18%	3.7%	-1%	0.3%	-9%	29%	4%
COC(=O)C1CSC(C)(C)C(=O)N1 (centres undefined)	-39%	0.0051	-0.28	0.017	-0.52	-6%	2.3%	2%	-0.3%	-4%	2%	10%
CCCCn1c(=O)[nH]c(=O)c2c1nc(-c1ccc(C(F)(F)F)cc1)n2C	-48%	-1.2	-0.3	-0.58	1.4	26%	-4.1%	-7%	1.3%	-11%	4%	-3%
O=C(NCc1ccccc1F)c1cccs1	-2%	0.34	-0.2	0.58	-0.00069	10%	-2.7%	9%	-0.4%	4%	10%	-1%
CC(=O)OCC1=C(C(=O)O)N2C(=O)C(NC(=O)CCn3nc(C(F)(F)F)c(Br)c3C3CC3)C2SC1 (centres undefined)	-16%	-0.55	-0.24	-0.13	0.97	30%	-3.3%	4%	-0.4%	7%	-12%	-4%
CC1=C(C(=O)OC(C)C)C(c2cccs2)NC(=O)N1 (centres undefined)	-36%	-0.087	-0.21	-0.034	-0.057	3%	3.9%	-1%	0.4%	-6%	-45%	6%

Single records, as listed above. Values in the order: NOD1 NF-kB reporter, Dynein transport, Dynein transport cytoplasmic EGFP, Dynein transport nuclear GR-EGFP, Dynein transport cell count, AID2073, KOR beta-arrestin-1, P. falciparum M1AAP, GPR55 activation, P. falciparum M17LAP, KOR beta-arrestin-2, NOD2 inhibition
`Cc1cc(C)c(C#N)c(SCC(=O)Nc2nnc(-c3ccccc3)s2)n1` is listed as -26%, 0.087, -0.27, 0.13, 0.13, 15%, -1.6%, -1%, 0.3%, 11%, 18%, -33%
`CN1CCN(CCC(=O)N/N=C/c2cc([N+](=O)[O-])ccc2O)CC1` is listed as -9%, 0.83, -0.28, -0.061, -0.28, 3%, 0.4%, 20%, -0.3%, 38%, -18%, -2%

Further results follow:
SMILES	NOD1 NF-kB reporter	Dynein transport	Dynein transport cytoplasmic EGFP	Dynein transport nuclear GR-EGFP	Dynein transport cell count	AID2073	KOR beta-arrestin-1	P. falciparum M1AAP	GPR55 activation	P. falciparum M17LAP	KOR beta-arrestin-2	NOD2 inhibition
CCOC(=O)C1(CCc2ccccc2)CCN(C(=O)C(C)n2cncn2)CC1 (centres undefined)	-16%	-0.38	0.59	0.2	0.53	9%	x	2%	0.2%	-3%	26%[20 µM]	28%
COc1ccc(-c2c(C)nn3c(N4CCC(C(=O)N5CCCCC5)CC4)cc(C)nc23)cc1OC	-6%	-0.71	-0.73	-0.082	-0.59	10%	-1.1%	12%	0.3%	6%	26%	4%
CS(=O)(=O)N(CCC#N)Cc1ccc(C=O)o1	-33%	0.048	-0.26	0.22	0.17	8%	x	0%	0.9%	-1%	19%[20 µM]	-7%
Cc1nc(N2CCNCC2)c2c3c(sc2n1)CCCC3	20%	x	x	x	x	0%	-4.8%	x	-0.1%	x	-35%[20 µM]	7%
Cc1nnc(NC(=O)CC(C)c2ccccc2)s1 (centres undefined)	-14%	x	x	x	x	-2%	-1.3%	x	-0.2%	x	1%	10%
Cc1ccc(NC(=S)NN(C)c2nc(C)cnc2C)cc1	0%	-1.5	-0.0089	-1.2	0.35	-11%	-0.6%	-4%	-0.2%	11%	-18%	3%
Cc1ccc(C)c(Cc2c(C)nc3c(C(=O)N4CCOCC4)cnn3c2C)c1	7%	-0.78	-0.34	-0.24	0.77	35%	2.7%	3%	-0.2%	-15%	-21%	5%
CC1Cn2c(nnc2-c2ccccc2O)S1 (centres undefined)	-5%	0.08	-0.24	0.22	0.085	-4%	-2.8%	4%	0.4%	-13%	8%	11%
O=C(CN1CCOCC1)Nc1c(C(=O)C2CC2)oc2ccccc12	-38%	-0.23	-0.32	-0.26	1.1	14%	-0.9%	11%	-0.1%	25%	-7%	5%
Cn1nnnc1SCCNC(=O)C1CCC(=O)N(CCc2ccccc2)C1 (centres undefined)	-22%	x	x	x	x	4%	0.7%	x	-0.1%	x	20%	10%
CCOC(=O)C(/C=C(\C#N)C(=O)OCC)=C(/N)N1CCN(c2ccccc2)CC1	-21%	-0.15	0.14	0.26	-0.39	2%	-2.2%	17%	0.1%	18%	-32%	11%
Cc1ccc(CNC(=O)C2CCN(S(=O)(=O)c3c(C)noc3/C=C/N(C)C)CC2)cc1	-15%	x	x	x	x	u	-0.6%	x	-0.2%	x	17%	3%
N#Cc1c(N)nc2c(c1N)CC(=O)N2c1ccccc1-c1ccccc1	11%	0.28	-0.23	0.17	0.47	4%	-0.8%	6%	-0.1%	-39%	17%	10%
Cn1ncc(Cl)c1C(=O)Nc1ccncc1	2%	-0.71	-0.25	-0.31	0.49	-2%	-1.8%	2%	-0.4%	-3%	-4%	21%
CCC(=O)NC(c1ccccc1Cl)c1c(O)ccc2ccccc12 (centres undefined)	-26%	-0.49	-0.29	-0.44	0.34	3%	-1.6%	7%	-0.3%	-2%	29%	-3%
COc1ccc([N+](=O)[O-])cc1NS(=O)(=O)c1ccccc1	7%	0.21	-0.22	0.27	-0.13	4%	9.0%	7%	-0.2%	-4%	18%	-14%
COc1ccc(-n2c(C)nc3c(cnn3-c3ccccc3)c2=O)cc1	13%	-0.92	-0.16	-0.23	0.1	-1%	4.4%	5%	-0.2%	13%	9%	20%
CCc1cc(C(=O)OC)c(NC(=O)CN2CCN(C(=O)c3ccco3)CC2)s1	1%	x	x	x	x	8%	3.9%	x	-0.1%	x	8%	18%
CCn1c(C)c(C(C)=O)c(NCc2ccccc2)nc1=S	-8%	1.5	-0.14	0.64	-0.98	-8%	14%	3%	0.2%	6%	-3%	1%
CC(C)(C)NC(=O)c1cccc(NC(=O)c2ccc3c(c2)C(=O)N(C(C)(C)C)C3=O)c1	-20%	x	x	x	x	-3%	0.6%	x	-0.1%	x	-74%[20 µM]	-5%
O=C(COC(=O)/C=C/c1nc2ccccc2s1)Nc1cccc2ccccc12	39%	-0.95	-0.32	-0.81	1.2	3%	0.2%	-3%	0.3%	6%	-24%	-2%
COC(=O)c1[nH]c2ccc(Cl)cc2c1NC(=O)CN1CCC(C(N)=O)CC1	3%	-0.35	-0.14	-0.13	0.58	2%	7.5%	1%	-0.2%	14%	2%	15%

Bioassay records (PubChem)

The list is partial; count on the stated rates, not on these rows.
